TAAR1 ag = human TAAR1 agonism; Q96RJ0; CHO RD-HGA16 TAAR1, Fluo-8 calcium fluorescence; vehicle wells 0%, saturating PEA agonist 100%; activation, % at 3 µM; hit rate 0.99% among 360,000;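 active means activation above the mean activation of all test compounds in the run plus 3 SD, cut at about 38% in these data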
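Assay system – CHO-derived RD-HGA16 cells with stable Gα16 and human TAAR1 · Compound dosing – one-point dosing at 3 µM (nominal) · Incubation – 17-24 h seeding, 75 min 37 °C dye, 30 min RT · Measured by – kinetic Fluo-8 calcium fluorescence · Control set – DMSO vehicle as 0%, PEA at EC100 as 100% · Repeats – single well for each compound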
CHRM5 PAM = potentiates acetylcholine response at human M5 receptor; P08912; CHO-K1 hM5, Fluo-8 calcium, ACh EC20 PAM; 0% = ACh EC20, 100% = ACh EC100; activation, % at 3 µM; hit rate 0.3% among 360,000; AID 624038;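 active means activation above the run cutoff, the mean activation of all test compounds plus 3 SD, cut at about 18% in these data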
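System: CHO-K1 hM5 cells. Reagent: acetylcholine, EC20 level. Compound dosing: single dose, 3 µM nominal final test concentration. Timing: Post-acetylcholine fluorescence recording 140 s. Detection: Fluo-8 calcium fluorescence. Read-out: % activation, ACh-normalized. Benchmarks: ACh EC20 and EC100 wells. Repeats: singlicate, one well per test compound.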
M1 PAM = positive allosteric modulators of human M1 muscarinic receptor | P11229 | CHO-K1 hM1, Fluo-8 calcium fluorescence, ACh EC20; 0% = ACh EC20, 100% = maximal ACh | activation, % at 3 µM | hit rate 0.088% among 360,000 | AID 588819; in the data active means activation above about 19%, passing the limit was not always enough
Target sequence (P11229 whole entry, looked up): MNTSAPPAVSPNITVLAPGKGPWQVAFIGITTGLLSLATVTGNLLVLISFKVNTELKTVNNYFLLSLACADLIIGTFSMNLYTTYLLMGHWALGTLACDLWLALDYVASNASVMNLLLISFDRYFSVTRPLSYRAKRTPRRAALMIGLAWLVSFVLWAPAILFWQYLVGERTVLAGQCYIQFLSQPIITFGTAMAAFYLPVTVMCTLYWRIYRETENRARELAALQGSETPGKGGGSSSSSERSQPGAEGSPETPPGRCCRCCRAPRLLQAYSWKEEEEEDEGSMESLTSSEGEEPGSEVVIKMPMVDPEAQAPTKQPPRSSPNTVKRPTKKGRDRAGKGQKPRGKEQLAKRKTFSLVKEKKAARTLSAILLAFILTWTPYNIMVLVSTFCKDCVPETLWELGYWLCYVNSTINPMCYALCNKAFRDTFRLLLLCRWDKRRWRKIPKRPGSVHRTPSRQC
M5 antag = CHRM5 antagonism in calcium assay; CHO-hM5 cells, Fluo-8 calcium fluorescence, ACh EC80; inhibition, % at 3 µM; hit rate 0.59% among 360,000; AID 624040;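 active means inhibition above a per-plate cutoff, the mean of that plate's test compounds plus 3 SD, cut at about 27% in these data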;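 further: 0% = acetylcholine EC80 with DMSO and 100% = DMSO without agonist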
CHRM4 agonist = CHRM4 agonism in calcium assay; activation, % at 3 µM; P08173; hit rate 0.14% among 360,000; AID 624127; CHO-K1 hM4/Gqi5, Fluo-8 calcium fluorescence; vehicle 0%, full acetylcholine response 100%;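 active means activation above the run mean over all test wells plus 3 SD, cut at about 32% in these data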;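 further: peak over basal fluorescence ratio per well then scaled between controls; 0% = DMSO wells and 100% = acetylcholine at EC100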
Target sequence (P08173 whole entry, looked up): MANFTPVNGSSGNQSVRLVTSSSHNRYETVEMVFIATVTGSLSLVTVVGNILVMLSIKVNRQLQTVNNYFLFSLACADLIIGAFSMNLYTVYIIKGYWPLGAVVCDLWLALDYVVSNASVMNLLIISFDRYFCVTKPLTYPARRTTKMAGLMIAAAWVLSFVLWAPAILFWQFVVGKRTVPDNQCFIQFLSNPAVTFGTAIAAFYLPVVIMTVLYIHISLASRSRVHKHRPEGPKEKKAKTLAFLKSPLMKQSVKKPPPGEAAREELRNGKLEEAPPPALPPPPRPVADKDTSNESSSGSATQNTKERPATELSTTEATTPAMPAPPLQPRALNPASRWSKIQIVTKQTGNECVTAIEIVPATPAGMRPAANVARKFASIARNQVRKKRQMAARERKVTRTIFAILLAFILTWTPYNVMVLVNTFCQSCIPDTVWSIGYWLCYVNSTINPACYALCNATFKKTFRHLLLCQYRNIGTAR
CHRM1 agonist = activates human CHRM1 receptor; AID 588814; CHO-K1 hM1, Fluo-8 calcium fluorescence, agonist mode; 0% DMSO, 100% acetylcholine EC100; hit rate 0.33% among 360,000; activation, % at 3 µM; P11229;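 active means activation above the run's mean compound activation plus 3 SD, cut at about 16% in these data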;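 further: peak over basal fluorescence ratio within a 140 s kinetic read after compound addition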
M4 antag = antagonists of human muscarinic M4 receptor (CHRM4); CHO-hM4 cells, ACh EC80, Fluo-8 calcium fluorescence; hit rate 0.73% among 360,000; AID 624125; inhibition, % at 3 µM; P08173;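 active means inhibition above its plate's cutoff, the mean inhibition of sample wells plus 3 SD, cut at about 27% in these data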;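 further: 0% = acetylcholine EC80 with DMSO and 100% = DMSO without agonist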
M5 ag = agonists of human muscarinic M5 receptor (CHRM5). AID 624037. CHO-K1 hM5 cells, Fluo-8 calcium fluorescence; 0% DMSO wells, 100% maximal acetylcholine response. P08912. hit rate 0.19% among 360,000. activation, % at 3 µM;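 active means activation above the run's mean over test compounds plus 3 SD, cut at about 23% in these data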;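 further: signal is peak over basal fluorescence ratio across the kinetic read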
CHRM1 antagonist = antagonists of human M1 muscarinic receptor. P11229. inhibition, % at 3 µM. hit rate 1.3% among 360,000. AID 588852. CHO-K1 hM1, Fluo-8 calcium fluorescence, ACh EC80 antagonist;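 active means percent inhibition above its own plate's cutoff, namely the mean of that plate's compound wells plus 3 SD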;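 further: peak over basal fluorescence ratio during 140 s after agonist addition; 0% = ACh EC80 plus DMSO and 100% = DMSO alone without agonist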
The depositor's hits bear a star; . = no result given. This is a subset. The share of hits here may be higher or lower than overall.

1	NC(CCc1ccccc1)c1csc(Nc2nncc3ccccc23)n1 (stereo unspecified)
2	COc1ccc(C(O)P(=O)(OC(C)C)OC(C)C)cc1OC (stereo unspecified)
3	O=C1CC(c2cccs2)CC2=C1C(c1ccccc1)n1ncnc1N2 (stereo unspecified)
4	COC(=O)N/N=C/c1cc(Cl)cc(Cl)c1OCc1ccccc1
5	C#CCn1c(-c2ccccc2)ccc(C#N)c1=O
6	COc1ccc(Cc2nnc(SCC(=O)NCC3CCCO3)o2)cc1 (stereo unspecified)
compound no.,1,2,3,4,5,6
TAAR1 ag,16,0,-1,-1,13,2
CHRM5 PAM,4,-4,-5,0,4,-6
M1 PAM,4,7,0,-1,7,6
M5 antag,8,12,0,0,-14,-2
CHRM4 agonist,11,0,1,0,-2,0
CHRM1 agonist,8,-2,-8,-6,-13,-1
M4 antag,5,5,-11,4,-9,4
M5 ag,6,0,-7,0,-7,2
CHRM1 antagonist,6,-10,-25,9,-8,-6

7	COc1ccc(CNCC(O)(c2ccccc2)c2ccc(F)cc2)cc1 (stereo unspecified)
8	O=C(c1cc(COc2c(F)cccc2F)on1)N1CCC(c2ccncc2)CC1
9	O=C(O)CCS(=O)(=O)c1ccccc1Cl
10	c1ccc(N2CCN(Cc3nnnn3C3CCCCC3)CC2)cc1
11	NCCC1CN(C(=O)OCc2ccccc2)c2ccccc21 (stereo unspecified)
12	CCC(C)NC(=O)CSc1c2c(nc3ccccc13)CCCC2 (stereo unspecified)
compound no.,7,8,9,10,11,12
TAAR1 ag,8,-1,3,7,34,0
CHRM5 PAM,-16,-21,-1,-7,-1,-2
M1 PAM,-2,-3,0,3,-10,4
M5 antag,10,17,5,13,13,-3
CHRM4 agonist,9,14,-1,1,8,2
CHRM1 agonist,-5,-5,-4,-2,-4,-8
M4 antag,6,0,4,2,2,-12
M5 ag,-1,2,0,1,-10,-5
CHRM1 antagonist,-4,2,3,-3,5,-2

13	COc1ccc(C2C(C(C)=O)=C(C)N=c3s/c(=C\c4cc(C)n(C)c4C)c(=O)n32)c(OC)c1 (stereo unspecified)
14	COc1cc2c(cc1OC)C1C/C(=N\O)C(CC(C)C)CN1CC2 (stereo unspecified)
15	COc1ccc(S(=O)(=O)N2CCCN(CC(=O)Nc3ccc4c(c3)OCO4)CC2)cc1
16	CCCc1cc(=O)[nH]c(SCC(=O)N2CCCCCC2)n1
17	CC(NC(=O)CCNS(=O)(=O)c1ccccc1)c1ccccc1 (stereo unspecified)
18	CCOC(=O)N1CCN(Cc2nc(N)nc(Nc3ccc(C)cc3C)n2)CC1
compound no.,13,14,15,16,17,18
TAAR1 ag,41*,27,6,2,1,1
CHRM5 PAM,-6,2,-18,0,-1,2
M1 PAM,-6,2,-2,12,11,9
M5 antag,9,-3,-9,4,5,-2
CHRM4 agonist,10,3,10,0,0,1
CHRM1 agonist,15,-4,-2,0,1,-3
M4 antag,3,-4,-8,-17,10,2
M5 ag,7,-4,-5,0,-5,2
CHRM1 antagonist,17,-7,-6,-11,0,-12

19	COc1ccc(/C(O)=C/Sc2nnc(Cc3ccccc3)o2)cc1
20	O=C(NCc1ccccc1)c1ccc2c(=O)n(CCCN3CCCC3=O)c(=S)[nH]c2c1
21	CC(=O)NCc1ccc(C(=O)CCl)cc1
22	O=C(Cn1c(=O)cnc2ccccc21)Nc1ccccc1N1CCOCC1
23	CO/N=C(/CN1CCCCC1)c1ccc(Cl)cc1
24	CCc1ccc(C(=O)CN2C(=O)NC(C)(c3ccc(C)cc3)C2=O)cc1 (stereo unspecified)
compound no.,19,20,21,22,23,24
TAAR1 ag,2,0,8,0,-2,2
CHRM5 PAM,-7,7,-4,28*,3,-1
M1 PAM,5,10,5,18,5,8
M5 antag,3,-2,6,-34,-1,7
CHRM4 agonist,3,1,2,2,2,1
CHRM1 agonist,-7,-6,-2,4,-9,-1
M4 antag,-1,-1,-2,1,-8,1
M5 ag,2,-2,-1,3,0,2
CHRM1 antagonist,-8,6,-6,-8,-7,-3

25	CCN(CC)c1ccc(C(=O)NNC(=O)CNC(=O)c2cccs2)cc1
26	CC(C)Cc1ccc(CN2CCCC(NC(=O)c3cnc4ccccn4c3=O)C2)cc1 (stereo unspecified)
27	COC(/C(=N/O)c1ccc(Cl)cc1)c1ccccc1 (stereo unspecified)
28	CCCc1cc(C(=O)Cc2ccc(C(=O)OCC)o2)c(O)cc1O
29	Cc1ccnc(NC(=O)CCC(=O)N(CC(=O)NCCc2ccccc2)Cc2cccs2)c1
30	O=C(Cn1cc2c(n1)CCCC2)NC1CCN(Cc2ccccc2)CC1
compound no.,25,26,27,28,29,30
TAAR1 ag,4,3,8,10,3,1
CHRM5 PAM,7,3,-20,2,-4,1
M1 PAM,9,-1,-20,-1,4,0
M5 antag,7,-11,29*,-5,1,1
CHRM4 agonist,-1,3,5,1,5,2
CHRM1 agonist,-1,-6,-6,-2,-4,-10
M4 antag,-7,-14,28*,-11,-10,-7
M5 ag,2,-3,-5,-5,2,-2
CHRM1 antagonist,-10,-10,47*,8,-2,-7

31	Cc1ccc(/C=C/C(=O)O)cc1S(=O)(=O)NCc1ccco1
32	COc1cc(/C=C2\Oc3cc(O)ccc3C2=O)ccc1O
33	COc1cccc(/C=C2\Oc3cc(OCC(=O)N4Cc5ccccc5C[C@H]4C(=O)O)ccc3C2=O)c1
34	O=C(Nc1nccs1)c1cc2sccc2n1Cc1ccc(F)cc1
35	Cc1ccc(C(C)NC(=O)c2cc3ccccc3oc2=O)cc1C (stereo unspecified)
36	Cc1nn(CC(=O)NC(C)C(C)C)c(C)c1S(=O)(=O)N1CCCCC1 (stereo unspecified)
compound no.,31,32,33,34,35,36
TAAR1 ag,4,5,.,1,-1,1
CHRM5 PAM,-1,-3,4,-2,3,-5
M1 PAM,6,-4,0,12,1,13
M5 antag,2,18,3,-1,-21,1
CHRM4 agonist,0,24,-2,-1,3,0
CHRM1 agonist,-7,9,-3,0,1,6
M4 antag,3,17,-10,2,-8,2
M5 ag,1,6,3,-1,7,-1
CHRM1 antagonist,-9,4,2,-7,-8,-9

37	N#CCCn1nc(-c2ccc([N+](=O)[O-])cc2)cc1Nc1ccccc1NC(=O)C(F)(F)F
38	Cc1cc(C)cc(Oc2coc3cc(OC(=O)c4cccnc4)ccc3c2=O)c1
39	CCCn1c(N)c(N(CCOC)C(=O)c2cc3ccccc3cc2OC)c(=O)[nH]c1=O
40	COc1cccc(-c2nnn(CC(=O)NC3CCCC3)n2)c1OC
41	Cn1c(N)c(C(=O)COC(=O)Cc2c(F)cccc2Cl)c(=O)n(C)c1=O
42	Cc1c(C)c2ccc(OCC(=O)N[C@@H](Cc3ccccc3)C(=O)O)cc2oc1=O
compound no.,37,38,39,40,41,42
TAAR1 ag,15,-2,9,12,-1,-2
CHRM5 PAM,-17,-2,-7,3,9,1
M1 PAM,1,-1,-3,9,5,7
M5 antag,18,2,-1,-7,-3,6
CHRM4 agonist,15,-1,0,1,3,-2
CHRM1 agonist,4,-7,-3,-5,0,-4
M4 antag,8,0,-7,17,6,-11
M5 ag,11,0,3,6,5,4
CHRM1 antagonist,9,7,12,-2,-9,-10

43	Cn1c(=O)c2cc(S(=O)(=O)Nc3cccc(F)c3)ccc2n(C)c1=O
44	O=C(COC(=O)c1ccccc1O)NC(=O)NCc1ccccc1
45	Cc1ccccc1NC(=O)CN1C(=S)NC(C)(C)CC1C (stereo unspecified)
46	O=C(NCCc1ccncc1)C(F)(F)F
47	CC(OC(=O)c1ccccc1O)C(=O)Nc1ccc(Cl)cn1 (stereo unspecified)
48	CNc1ccc(Cl)cc1S(=O)(=O)c1ccccc1[N+](=O)[O-]
compound no.,43,44,45,46,47,48
TAAR1 ag,4,5,-1,2,5,-1
CHRM5 PAM,-5,0,-2,0,-1,-3
M1 PAM,0,0,-1,11,-3,14
M5 antag,-10,1,-6,-6,0,6
CHRM4 agonist,3,1,0,0,6,-3
CHRM1 agonist,-3,-1,-9,-4,-8,-5
M4 antag,-18,-21,-12,1,-4,-10
M5 ag,-8,-4,-2,0,0,-3
CHRM1 antagonist,-7,0,-2,-15,-2,-13

Arranged by SMILES length (falling): part of the list above.
42	Cc1c(C)c2ccc(OCC(=O)N[C@@H](Cc3ccccc3)C(=O)O)cc2oc1=O
43	Cn1c(=O)c2cc(S(=O)(=O)Nc3cccc(F)c3)ccc2n(C)c1=O
48	CNc1ccc(Cl)cc1S(=O)(=O)c1ccccc1[N+](=O)[O-]
40	COc1cccc(-c2nnn(CC(=O)NC3CCCC3)n2)c1OC
47	CC(OC(=O)c1ccccc1O)C(=O)Nc1ccc(Cl)cn1 (stereo unspecified)
45	Cc1ccccc1NC(=O)CN1C(=S)NC(C)(C)CC1C (stereo unspecified)
compound no.,42,43,48,40,47,45
TAAR1 ag,-2,4,-1,12,5,-1
CHRM5 PAM,1,-5,-3,3,-1,-2
M1 PAM,7,0,14,9,-3,-1
M5 antag,6,-10,6,-7,0,-6
CHRM4 agonist,-2,3,-3,1,6,0
CHRM1 agonist,-4,-3,-5,-5,-8,-9
M4 antag,-11,-18,-10,17,-4,-12
M5 ag,4,-8,-3,6,0,-2
CHRM1 antagonist,-10,-7,-13,-2,-2,-2

Next entries.
49	OCc1ccccc1SSc1ccccc1CO
50	CCS(=O)(=O)N1Cc2ccccc2CC1C(=O)Nc1ncc(C)s1 (stereo unspecified)
51	O=C1C(=O)N(Cc2ccccc2)C(=O)N1CCN1C(=O)c2ccccc2C1=O
52	NC(N)=Nc1nc2ccc(Br)cc2c(=O)[nH]1
53	CCC(=O)N1CCC1(C)C(=O)Nc1cccc(Oc2ccccc2)c1 (stereo unspecified)
54	CCN(CC)c1ccc2c(-c3ccc(S(=O)(=O)O)cc3S(=O)(=O)[O-])c3ccc(=[N+](CC)CC)cc-3oc2c1
55	COc1ccc(OCC(=O)NC2CC(C)(C)NC(C)(C)C2)cc1
56	O=C(N[C@@H](Cc1ccccc1)C(=O)O)c1ccncc1
57	OCCNc1ncnc2c1ncn2[C@H]1CN(Cc2ccncc2)C[C@@H](CO)O1
compound no.,49,50,51,52,53,54,55,56,57
TAAR1 ag,58*,10,4,10,0,.,10,13,0
CHRM5 PAM,0,6,-1,-1,5,-8,-3,5,2
M1 PAM,14,8,6,15,-6,-18,5,4,6
M5 antag,3,-5,1,3,-2,8,1,6,-2
CHRM4 agonist,4,2,4,0,-1,78*,2,0,0
CHRM1 agonist,6,-4,-4,-6,-4,86*,-6,2,-2
M4 antag,15,-2,3,6,-4,17,-4,-7,2
M5 ag,18,0,0,-2,-2,23,1,4,-1
CHRM1 antagonist,-17,0,-7,-8,9,29,-8,-10,-14

Results in sequence from the entries so far.
Compounds 29 to 33 in CHRM1 antagonist, in turn: -2, -7, -9, 4, 2
Compounds 29 to 33 in CHRM1 agonist, in turn: -4, -10, -7, 9, -3

From PubChem BioAssay
